Compound activity as filed in PubChem.
KCNQ1 block: blocks the human KCNQ1 potassium channel. B-score at 10 µM. CHO-K1 KCNQ1, FluxOR thallium flux fluorescence; hits give high values. 310,000 tested, 1.3% active. AID 2642. P51787;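 active = compounds whose thallium flux B-score, printed positive for inhibition, exceeds three library SD while starting fluorescence stays within three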;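 also: channel opened by potassium depolarization with thallium stimulus after 20 min compound exposure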
Target sequence (P51787 whole entry, looked up): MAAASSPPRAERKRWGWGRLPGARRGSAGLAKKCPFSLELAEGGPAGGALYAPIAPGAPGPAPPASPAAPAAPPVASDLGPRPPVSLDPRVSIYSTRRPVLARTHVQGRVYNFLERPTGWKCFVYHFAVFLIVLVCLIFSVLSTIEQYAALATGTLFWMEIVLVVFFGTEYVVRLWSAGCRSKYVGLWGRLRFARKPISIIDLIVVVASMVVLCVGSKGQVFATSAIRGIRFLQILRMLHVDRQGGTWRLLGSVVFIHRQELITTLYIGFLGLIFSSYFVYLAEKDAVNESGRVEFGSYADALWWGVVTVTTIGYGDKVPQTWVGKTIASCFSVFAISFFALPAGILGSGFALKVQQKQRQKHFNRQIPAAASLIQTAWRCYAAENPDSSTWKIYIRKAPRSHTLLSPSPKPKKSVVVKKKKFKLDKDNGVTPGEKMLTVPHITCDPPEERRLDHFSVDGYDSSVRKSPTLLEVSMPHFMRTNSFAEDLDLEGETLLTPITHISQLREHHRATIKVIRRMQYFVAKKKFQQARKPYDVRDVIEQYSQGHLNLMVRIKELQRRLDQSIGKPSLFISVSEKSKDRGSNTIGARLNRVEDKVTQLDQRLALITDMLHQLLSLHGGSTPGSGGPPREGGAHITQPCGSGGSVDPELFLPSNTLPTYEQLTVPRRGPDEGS
KCNK3 inh: human KCNK3 channel inhibition, primary screen; O14649; CHO-KCNK3 thallium flux, FluxOR fluorescence; hits give low values; B-score at 10 µM; 340,000 tested, 0.84% active;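 active = B-score under library mean minus 4 SD, starting fluorescence ratio at most library mean plus 5 SD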;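 also: more negative B-score means stronger inhibition of thallium flux through KCNK3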
HDAC3 inhib: human HDAC3 inhibition | recombinant HDAC3, fluorogenic peptide/trypsin coupled, fluorescence | AID 2718 | 320,000 tested, 0.15% active | inhibition, % at 8.3 µM; in the data active = inhibition above about 26%, passing the limit was not always enough
TMEM16A inh: blocks the mouse calcium-activated chloride channel TMEM16A | Q8BHY3 | AID 588511 | HEK293 TMEM16A/YFP iodide influx fluorescence, ionomycin | normalized B-score (activity score, 25-100; higher = stronger inhibition) at 10 µM | 310,000 tested, 1.2% active;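 active = ratio plate-corrected score three or more library SD toward inhibition, starting fluorescence score within five deviations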;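 also: score derived from kinetic fluorescence span divided by baseline fluorescence per well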
hERG protect: shields human hERG channel from block by proarrhythmic agents; 310,000 tested, 0.51% active; activation (rescue from dofetilide block), less the hit threshold, % at 10 µM; Q12809; CHO-hERG, FluxOR thallium flux, dofetilide IC70 present;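 active = activation above the mean of controls blocked by dofetilide plus 5 SD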;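 also: thallium influx through hERG after potassium depolarization seen as dye fluorescence rise; in these data hits start at about 4.7%; inactives centre near -7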
TMEM16A act: activators or potentiators of mouse TMEM16A chloride channel | Q8BHY3 | HEK293 TMEM16A/YFP-H148Q/I152L, iodide quench fluorescence; hits give low values | B-score at 10 µM | 340,000 tested, 0.3% active;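 active = fluorescence-ratio B-score plate-corrected deviation score at least 3 library SD below zero, with starting fluorescence score within 5 deviations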;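 also: channel opened by trigger with iodide after compound preincubation; score built on the fluorescence ratio of max minus min over baseline; more negative score means more quench and so TMEM16A activation or potentiation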
SKKanGAS inh: inhibitors of SKKanGAS S. pyogenes growth in kanamycin (SK-promoter or general growth effect) | 300,000 tested, 1.3% active | AID 1662 | BacTiter-Glo, 6 h | inhibition, % at 7.5 µM;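 active = mean replicate score, as percent of positive control median, at least 50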;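 also: strain carries kanamycin resistance gene driven by streptokinase promoter and grows in 40 µg/ml kanamycin; loss of luminescence reflects streptokinase promoter inhibition or plain growth inhibition; 0% = median of DMSO wells and 100% = positive control at its reference dose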
RGS4 act: potentiators or activators of RGS4 | HEK293 M3R/inducible RGS4, carbachol calcium flux Fluo4; hits give low values | B-score at 10 µM | 310,000 tested, 0.92% active;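 active = B-score of the integrated calcium signal more than 4 SD below the library mean, with starting fluorescence not abnormally high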;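 also: negative B-score means reduced calcium response which marks RGS4 activation or potentiation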
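Material: M3R-expressing HEK293 line, RGS4 induced by doxycycline | Schedule: Overnight RGS4 induction, 30 min dye load 37 °C, 20 min compound RT | Measured by: Fluo4 fluorescence kinetic imaging of calcium | Read-out: Integrated calcium ratio converted to B score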
KCNK9 inh: blocks the human KCNK9 two-pore domain potassium channel. HEK293 KCNK9, FluxOR thallium flux fluorescence; hits give low values. Q9NPC2. 310,000 tested, 1.2% active. B-score at 10 µM;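 active = ratio B-score over 3 SD below the library mean, with starting fluorescence within 5 SD of its mean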;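 also: negative B-score means less thallium flux so channel inhibition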
Target sequence (Q9NPC2 whole entry, looked up, the tested form may be a part): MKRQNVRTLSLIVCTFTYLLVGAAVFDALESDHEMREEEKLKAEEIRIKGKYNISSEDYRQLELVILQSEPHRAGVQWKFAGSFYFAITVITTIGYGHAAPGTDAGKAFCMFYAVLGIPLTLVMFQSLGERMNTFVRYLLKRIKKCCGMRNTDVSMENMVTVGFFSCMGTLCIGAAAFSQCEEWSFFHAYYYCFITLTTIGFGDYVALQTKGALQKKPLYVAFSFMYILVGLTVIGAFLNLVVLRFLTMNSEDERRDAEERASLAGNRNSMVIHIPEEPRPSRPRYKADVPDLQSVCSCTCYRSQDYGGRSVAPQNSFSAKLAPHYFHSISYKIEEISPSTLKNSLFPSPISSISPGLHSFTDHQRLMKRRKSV
KCNQ1 act: potentiates or activates the human KCNQ1 potassium channel; CHO-K1 KCNQ1, thallium flux FluxOR fluorescence; hits give high values; 310,000 tested, 0.35% active; B-score at 10 µM; AID 2648; P51787;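 active = fluorescence ratio B-score, a plate-corrected score, at least three library SD, with initial intensity B-score within 5 SD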
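Schedule – 37 °C overnight plating, 90-min dark dye load, 20-min compound pretreatment · System – stable KCNQ1 CHO-K1 line · Probe or stimulus – thallium- and potassium-containing depolarizing buffer · Measured by – kinetic FluxOR fluorescence, 10 s baseline plus 110 s post-stimulus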
RGS4 block: inhibitors of human RGS4 | 310,000 tested, 0.45% active | AID 463165 | P49798 | HEK293 M3R/RGS4 inducible, Fluo-4 calcium flux; hits give high values; triggered by carbachol at its EC20 | B-score at 10 µM;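 active = B-score, a plate-corrected calcium signal, over three deviations above library mean, with baseline fluorescence within five deviations of library mean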;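 also: RGS4 expression induced by doxycycline in cells with stable M3 receptor; B-score is computed from the integrated fluorescence ratio over baseline after carbachol; higher B-score means a larger calcium signal and so more RGS4 inhibition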
* hit, by the source's call; i = inactive; x = not tested or not shown.

Second line of a record – KCNQ1 block	KCNK3 inh	HDAC3 inhib	TMEM16A inh	hERG protect	TMEM16A act	SKKanGAS inh	RGS4 act	KCNK9 inh	KCNQ1 act	RGS4 block
O=C(Nc1nnc(C2=COCCO2)o1)c1cccc(C(F)(F)F)c1
    i	i	-7	i	-7	i	56*	i	i	i	i
CC1=NOC2(C1)/C(=N/O)CCC/C2=N\O (stereo not drawn)
    i	i	-2	i	-4	i	-10	i	i	i	i
Cc1ccc(-n2nnc(-c3cc4ccccc4n3C)n2)cc1
    i	i	-1	i	-4	i	1	i	i	i	i
CCN1CCCC1CNC(=O)c1cc2c(C)nc3ccccc3c2o1 (stereo not drawn)
    i	i	-6	i	-10	i	1	i	i	i	i
O=C(/C=C/c1cccs1)NC1CCS(=O)(=O)C1 (stereo not drawn)
    i	x	11	i	-12	x	3	i	i	i	i
CCC(=O)Nc1nnc(S(=O)(=O)N2CCCCCC2)s1
    i	i	2	i	-8	i	-1	i	i	i	i
C1CCCC(NC2=NCCO2)CCC1
    i	i	x	i	2	i	3	i	i	i	i
O=C(COc1cccnc1[N+](=O)[O-])N1CCN(S(=O)(=O)c2ccccc2)CC1
    i	i	-4	i	-7	i	7	i	i	i	i
COc1ccc(NC(=S)NCCN2CCOCC2)c(OC)c1
    i	i	0	i	-6	i	-2	i	i	i	i
O=C(/C=C/c1ccc(Cl)cc1Cl)NC(=S)Nc1ccc(CN2CCOCC2)cc1
    i	i	-1	i	-3	i	3	i	i	i	i
COc1ccccc1CNc1ncc(-c2ccccc2)n1C
    i	i	x	x	-7	i	2	i	i	i	i
CCCCC(=O)N(CCOC)c1nnc(-c2ccccc2C)s1
    i	i	14	i	-2	i	7	i	i	i	i
Cc1ccc(S(=O)(=O)N2CCN(C(=O)CN3C(=O)NC4(CCCC4)C3=O)CC2)c(C)c1
    i	i	-3	i	-13	i	9	i	i	i	i
CS(=O)(=O)N1CCC(C(=O)Nc2ccc(Cl)cc2)CC1
    i	i	-2	i	-10	i	2	i	i	i	i
COc1ccc2[nH]c(C)c(CCNC(=S)Nc3cccc(C)c3)c2c1
    i	i	-7	i	-11	i	6	i	i	i	i
CCc1ccc(NC(=O)c2cc(C)on2)cc1
    i	i	-6	i	-11	i	-9	i	i	i	i
O=C(CSc1ccc(F)cc1)NC12CC3CC(CC(C3)C1)C2
    i	i	1	i	-12	i	23	i	i	i	i
CCN(CC(=O)Nc1c(F)cccc1F)C(=O)Cc1n[nH]c(=O)c2ccccc12
    i	i	-1	i	-8	i	-6	i	i	i	i
COc1cccc(OCC(O)CN2CC(C)CC(C)C2)c1 (stereo not drawn)
    i	i	-5	i	-5	i	0	i	i	i	i
CCc1cccc(OC2OC(CO)C(O)C(O)C2NC(C)=O)c1 (stereo not drawn)
    i	i	-3	i	-10	i	10	i	i	i	i
O=C(Cn1ccc2ccccc2c1=O)NCCC(=O)Nc1ccc(F)cc1F
    i	i	-2	i	-5	i	-3	i	i	i	i
COc1ccc(O)c(-c2[nH]ncc2C(=O)c2ccccc2)c1
    i	i	2	i	-6	i	-3	i	i	i	i
COC(=O)c1cccc(NC(=O)C(C)N2C(=O)c3ccccc3C2=O)c1 (stereo not drawn)
    i	i	2	i	-3	i	-6	i	i	i	i
CCC1CCCCN1C(=O)CCc1nnc(Cc2cc(OC)ccc2OC)o1 (stereo not drawn)
    i	i	3	i	-6	i	-2	i	i	i	i
CCCc1nc2sc3ccccc3c(=O)c2c(=O)n1CCOC
    i	x	3	i	-6	x	4	i	i	i	i
O=C1N[C@@H](Cc2ccccc2)C(=O)N2[C@@H]1C[C@]1(Br)c3ccccc3N(S(=O)(=O)c3ccccc3)[C@H]21
    i	x	3	i	-10	x	3	i	i	i	i
COCCC(=O)N1CCC(Oc2ccc(C(=O)N3CCCC(COC)C3)cc2)CC1 (stereo not drawn)
    i	i	x	x	-7	i	-2	i	i	i	i
Cc1ccc(CSc2nc3ccccc3c(=O)n2CCCC(=O)NCc2ccco2)cc1
    i	i	-1	i	-5	i	5	i	i	i	i
CCn1nc(C)c(CNC(=O)c2ccc(OC3CCN(Cc4ccccn4)CC3)cc2)c1C
    i	i	2	i	-11	i	-2	i	i	i	i
Cc1cc(C)cc(OCC(=O)NCC2CCCO2)c1 (stereo not drawn)
    i	i	0	i	0	i	-3	i	i	i	i

(further entries)
Second line of a record – KCNQ1 block	KCNK3 inh	HDAC3 inhib	TMEM16A inh	hERG protect	TMEM16A act	SKKanGAS inh	RGS4 act	KCNK9 inh	KCNQ1 act	RGS4 block
O=C(Oc1ccccc1C(=O)Nc1ccccc1)c1ccccc1Br
    i	i	-1	i	-13	i	5	i	i	i	i
CCCCn1c(N)c(N(CC(C)C)C(=O)c2cc3c(s2)CCCCC3)c(=O)[nH]c1=O
    i	i	-1	i	-14	i	-8	i	i	i	i
O=C(CSc1ccc(C(F)(F)F)cc1[N+](=O)[O-])Nc1ccccc1
    i	i	2	i	-3	i	-5	i	i	i	i
CN(CCc1ccccn1)C(=O)CCC1CCCN(C(=O)c2ccccn2)C1 (stereo not drawn)
    i	i	3	i	-13	i	-4	i	i	i	i
COc1ccc2cc(CN(CC3CCCO3)S(=O)(=O)c3ccccc3)c(=O)[nH]c2c1 (stereo not drawn)
    i	i	0	i	2	i	4	i	i	i	i
CS(=O)(=O)N1CCC(C(=O)O)CC1
    i	i	11	i	-4	i	4	i	i	i	i
CC1Cc2ccccc2C(CCc2ccccc2)=N1 (stereo not drawn)
    i	i	-5	i	-6	i	3	i	i	i	i
Cc1ccc(C(c2nnnn2CS(=O)(=O)c2ccc(C)cc2)N2CCC(C)CC2)cc1 (stereo not drawn)
    i	i	-1	i	-12	i	3	i	i	i	i
COCC(C)Nc1ccc(S(=O)(=O)N2CCCC2)cc1[N+](=O)[O-] (stereo not drawn)
    i	i	-2	i	-11	i	-4	i	i	i	i
S=C(Nc1cccc2ccccc12)NC1CCCCC1
    i	i	-4	i	-11	i	7	i	i	i	i
CCCCc1ccc(C(=O)NC(C(=O)O)C(C)C)cc1 (stereo not drawn)
    i	i	3	i	-8	i	-2	i	i	i	i
Cc1ccc(N(C(C)C(=O)O)S(=O)(=O)c2c(C)[nH]c(=O)[nH]c2=O)cc1 (stereo not drawn)
    i	i	-6	i	-3	i	5	i	i	i	i
COC(=O)c1sccc1S(=O)(=O)Nc1ccc(Cl)cc1
    i	i	-10	i	-5	i	4	i	i	i	i
Cc1cc(C)n(-c2nc3c(c(=O)[nH]c(=O)n3C)n2CCc2ccccc2)n1
    i	i	-5	i	-9	i	0	i	i	i	i
Cc1ccc(O)c(C2=NCCNC(C(F)(F)C(F)F)=C2)c1
    i	i	9	i	-5	i	7	i	i	i	i
CCO[C@H]1OC(C(=O)N2CCOCC2)=C[C@@H](c2cn(C(C)=O)c3ccccc23)[C@@H]1CCCO
    i	i	-3	i	-7	i	1	i	i	i	i
Cc1cc2cc(CN(CCCN3CCOCC3)C(=O)NC3CCCCC3)c(=O)[nH]c2cc1C
    i	i	1	i	-14	i	-4	i	i	i	i
O=C(CSc1ccc2ccccc2n1)N/N=C/c1ccc(O)cc1
    i	i	7	i	-4	i	10	i	i	i	i
O=C(Nc1nc(-c2ccc(-c3ccccc3)cc2)cs1)C1=COCCO1
    i	i	-3	i	-7	i	-2	i	i	i	i
CC(C)c1ccccc1OCC(=O)NN1C(=O)c2ccccc2C1=O
    i	i	6	i	-6	i	6	i	i	i	i
O=C(CN1CCN(C2CCCCC2)CC1)Nc1ccccc1N1CCCCC1
    i	i	-4	i	-5	i	1	i	i	i	i
Cc1nn(-c2ccccc2)c(C)c1C(=O)OCC(N)=O
    i	i	-1	i	-10	i	1	i	i	i	i
COC(=O)c1ccc(C(=O)OC)c(NC(=S)N2CCCCC2)c1
    i	i	-6	i	-4	i	-3	i	i	i	i
CCCNC(=O)C1CCN(c2ccc(S(=O)(=O)N3CCOCC3)cc2Cl)CC1
    i	i	0	i	-1	i	-3	i	i	i	i
CSc1ccccc1NC(=S)N/N=C/c1cccn1Cc1cccc(C)c1
    i	i	x	i	-18	i	36	i	-6.6*	i	i
C=CCn1c(SCc2c(C)noc2C)nc2sc3c(c2c1=O)CCCC3
    7*	i	4	i	-10	i	60*	i	i	i	i
Cc1sc2ncn(CC(=O)NCCCC(=O)N3CCN(c4ncccn4)CC3)c(=O)c2c1C
    i	i	-4	i	1	i	1	i	i	i	i
CN(CC(=O)NC(=O)NCc1ccccc1)CC(=O)Nc1ccc(Cl)c(C(F)(F)F)c1
    i	i	0	i	-15	i	0	i	i	i	i
CCOC(=O)c1sc2nc(C)[nH]c(=S)c2c1C
    i	i	x	x	1	i	13	i	i	40*	i
CCOc1ccc(NC(=O)CN2CCN(c3ccc(F)cc3)CC2)cc1
    i	i	1	i	-5	i	-1	i	i	i	i

(more compounds)
Second line of a record – KCNQ1 block	KCNK3 inh	HDAC3 inhib	TMEM16A inh	hERG protect	TMEM16A act	SKKanGAS inh	RGS4 act	KCNK9 inh	KCNQ1 act	RGS4 block
CCOC(=O)c1sc(NC(=O)C2CC(=O)N(c3ccc(C)cc3)C2)nc1C (stereo not drawn)
    i	i	-5	i	-5	i	-5	i	i	i	i
Cc1c(C)n(Cc2ccccc2)c2ncnc(Cl)c12
    i	i	-13	i	-16	i	24	i	i	i	i
Cc1sc2ncn(CC(=O)NCC(=O)N(C)Cc3ccccc3)c(=O)c2c1C
    i	i	-2	i	-14	i	-1	i	i	i	i
CSc1nc(Cl)cc(Nc2ccc(O)cc2)n1
    i	i	2	i	-4	i	-3	i	i	i	i
COc1ccc(NC(C)=O)cc1CNC(=O)COc1ccccc1C(=O)Nc1cccc(C)c1C
    i	i	-6	i	-8	i	-1	i	i	i	i

Three compounds out of the list, ordered by molecular weight, largest number first:
Second line of a record – KCNQ1 block	KCNK3 inh	HDAC3 inhib	TMEM16A inh	hERG protect	TMEM16A act	SKKanGAS inh	RGS4 act	KCNK9 inh	KCNQ1 act	RGS4 block
COc1ccc(NC(C)=O)cc1CNC(=O)COc1ccccc1C(=O)Nc1cccc(C)c1C
    i	i	-6	i	-8	i	-1	i	i	i	i
Cc1c(C)n(Cc2ccccc2)c2ncnc(Cl)c12
    i	i	-13	i	-16	i	24	i	i	i	i
CSc1nc(Cl)cc(Nc2ccc(O)cc2)n1
    i	i	2	i	-4	i	-3	i	i	i	i
